Gli-Sufu antag: blocks Gli-Sufu signaling in a luciferase reporter; AID 588413; Sufu-KO-LIGHT fibroblasts, Gli luciferase reporter luminescence; 340,000 tested, 0.74% active; inhibition, % at 5 µM;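 active means inhibition above about 55%, limit read from the data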;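 further: 0% = DMSO-treated cells and 100% = wells with medium but no cells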
EBI2 block: EBI2 (human) antagonism; P32249; EBI2 beta-arrestin recruitment, luminescence, 7a,25-OHC stimulated; inhibition, % at 5 µM; 360,000 tested, 0.81% active; AID 651636; in the data active means inhibition above about 38%;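 further: enzyme fragment complementation signal reports receptor beta-arrestin coupling in cells; 0% = agonist plus DMSO wells and 100% = wells without agonist; some results beyond the cut were filed as inactive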
Target sequence (P32249 whole entry, looked up, the tested form may be a part): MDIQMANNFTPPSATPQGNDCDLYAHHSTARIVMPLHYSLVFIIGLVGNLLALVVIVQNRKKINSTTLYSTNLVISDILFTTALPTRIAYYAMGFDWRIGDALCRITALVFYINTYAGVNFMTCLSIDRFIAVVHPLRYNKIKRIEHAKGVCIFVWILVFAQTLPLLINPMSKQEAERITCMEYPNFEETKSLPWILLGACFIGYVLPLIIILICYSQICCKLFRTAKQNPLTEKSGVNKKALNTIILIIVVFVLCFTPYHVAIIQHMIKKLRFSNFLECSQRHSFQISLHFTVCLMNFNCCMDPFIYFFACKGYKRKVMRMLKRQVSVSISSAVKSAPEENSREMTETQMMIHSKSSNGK
CCR6 antagonist: blocks CCL20-driven beta-arrestin recruitment at human CCR6; P51684; CHO-K1 CCR6 PathHunter beta-arrestin, luminescence, CCL20-stimulated; inhibition, % at 20 µM; 340,000 tested, 0.49% active; AID 493098;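 active means compounds whose inhibition of the agonist-driven luminescence signal at 20 µM reaches about 50%, limit read from the data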;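 further: cells stimulated with CCL20 at 14 nM final; plate controls were DMSO with CCL20 for no effect and DMSO without agonist for full effect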
UBC13 inh: human UBC13 polyubiquitination inhibition | 330,000 tested, 0.47% active | inhibition, % at 20 µM | UBC13 polyubiquitin chain formation, TR-FRET; in the data active means inhibition above about 45%, passing the limit was not always enough
Target sequence (P61088 whole entry, looked up): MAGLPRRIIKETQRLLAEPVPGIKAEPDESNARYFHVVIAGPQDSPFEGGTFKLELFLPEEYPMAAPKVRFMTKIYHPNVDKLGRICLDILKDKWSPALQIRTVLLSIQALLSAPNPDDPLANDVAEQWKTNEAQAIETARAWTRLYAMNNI
Jurkat NFkB inh: lowers PMA/ionomycin-induced NF-kB signal in Jurkat cells | PMA/ionomycin-induced NF-kB luciferase reporter, luminescence | inhibition, % at 4 µM | 330,000 tested, 0.53% active
Apaf-1 inh: inhibitors of human Apaf-1 apoptosome. O14727. reconstituted apoptosome caspase-3 activity, DEVD-Rh110 fluorescence. inhibition, % at 20 µM. 330,000 tested, 0.71% active; active means inhibition of at least 40% at 20 µM;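 further: plate controls were DMSO wells for no effect and DEVD-CHO caspase inhibitor wells for full effect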
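Material: cell-free apoptosome with Apaf-1, procaspase-3 and caspase-9; Buffer or medium: Hepes pH 7.5 with detergent and BSA; Reagent: cytochrome c trigger plus (Z-DEVD)2-Rh110 caspase-3 substrate; Times: compound with Apaf-1, dATP, procaspase-3 30 min, then 50 min reaction, room temperature; Technique: Rh110 fluorescence intensity.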
697 NFkB inh: lowers PMA/ionomycin-induced NF-kB signal in 697 B cells | 697 B-cell NF-kB luciferase reporter, 16 h | inhibition, % at 4 µM | 330,000 tested, 0.33% active | AID 435022; in the data active means inhibition above about 35%
SENP8 block: inhibitors of human SENP8 protease | AID 2540 | inhibition, % at 10 µM | purified SENP8, Z-RLRGG-aminoluciferin cleavage, luminescence | 330,000 tested, 1.2% active | Q96LD8
Target sequence (Q96LD8 whole entry, looked up): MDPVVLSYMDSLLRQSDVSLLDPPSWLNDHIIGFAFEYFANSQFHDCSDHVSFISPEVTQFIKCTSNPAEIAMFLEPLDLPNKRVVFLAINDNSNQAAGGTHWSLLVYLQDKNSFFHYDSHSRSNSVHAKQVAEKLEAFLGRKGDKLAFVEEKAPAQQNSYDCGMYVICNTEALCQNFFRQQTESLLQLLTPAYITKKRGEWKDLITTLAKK
Active calls of the source: *; & = joins results of further samples. Unless noted, no stated cut-off is given here; in the data, active means inhibition above about 50%; inactive means the rest.

How did COc1cc(C(=O)N2CCc3ccccc32)c([N+](=O)[O-])cc1OC do in these assays?
Gli-Sufu antag: 0; EBI2 block: -4; CCR6 antagonist: 0; UBC13 inh: -11; Jurkat NFkB inh: -18; Apaf-1 inh: 0; 697 NFkB inh: 9; SENP8 block: -2

Results for S=C(NCc1ccco1)Nc1cc(Cl)c(Cl)cc1Cl ?
Gli-Sufu antag: -6; EBI2 block: 0; CCR6 antagonist: 7; UBC13 inh: 8; Jurkat NFkB inh: -1; Apaf-1 inh: 9; 697 NFkB inh: 2; SENP8 block: 5

Results for Nc1ccccc1N=Cc1ccc(-c2cccc(Cl)c2)o1 ?
Gli-Sufu antag: -47; EBI2 block: 42*; CCR6 antagonist: 11; UBC13 inh: -5; Jurkat NFkB inh: -89; Apaf-1 inh: 18; 697 NFkB inh: -74; SENP8 block: -7

How did NS(=O)(=O)c1ccc(Nc2nc(-c3cccc([N+](=O)[O-])c3)cs2)cc1 do in these assays?
Gli-Sufu antag: -7; EBI2 block: 11; CCR6 antagonist: 6; UBC13 inh: 8; Jurkat NFkB inh: 3; Apaf-1 inh: 3; 697 NFkB inh: 14; SENP8 block: -5

Results for COc1cccc(NC(=O)CN(C)C(=O)c2oc3c(ccc4ccccc43)c2C)c1 ?
Gli-Sufu antag: -5; EBI2 block: 10; CCR6 antagonist: -3; UBC13 inh: 2; Jurkat NFkB inh: 9; Apaf-1 inh: 27; 697 NFkB inh: -19; SENP8 block: 4

How did O=S(=O)(c1ccc(=S)[nH]c1)N1CCCCCC1 do in these assays?
Gli-Sufu antag: 2; EBI2 block: 6; CCR6 antagonist: -17; UBC13 inh: -11; Jurkat NFkB inh: -3; Apaf-1 inh: 1; 697 NFkB inh: 4; SENP8 block: 7

What do the screens show for `C(=C\c1ccccc1)/CN1CCN(Cc2ccc3c(c2)OCO3)CC1`?
Gli-Sufu antag: -1; EBI2 block: -2; CCR6 antagonist: -2; UBC13 inh: -2; Jurkat NFkB inh: 9; Apaf-1 inh: -1; 697 NFkB inh: 5; SENP8 block: 0

What do the screens show for `Cc1ccc2nc(Nc3nc(C)cc(C(F)(F)F)n3)nc(C)c2c1`?
Gli-Sufu antag: 2; EBI2 block: -10; CCR6 antagonist: -2; UBC13 inh: -17; Jurkat NFkB inh: -28; Apaf-1 inh: 2; 697 NFkB inh: -49; SENP8 block: -4

What do the screens show for `CSCC[C@H](NC(=O)[C@@H]1CSC2c3ccccc3C(=O)N21)C(=O)N1CCC[C@H]1CO` (some centres undefined)?
Gli-Sufu antag: 6; EBI2 block: -8; CCR6 antagonist: 1; UBC13 inh: 4; Jurkat NFkB inh: 0; Apaf-1 inh: 5; 697 NFkB inh: -1; SENP8 block: -8

Results for COc1cc(CCNc2ccc3nnc(-c4ccccc4)n3n2)cc(OC)c1OC ?
Gli-Sufu antag: 18; EBI2 block: -2; CCR6 antagonist: 5; UBC13 inh: 11; Jurkat NFkB inh: -21; Apaf-1 inh: 13; 697 NFkB inh: 9; SENP8 block: 2

Among those listed so far, these contain a Cl atom:
Results for S=C(NCc1ccco1)Nc1cc(Cl)c(Cl)cc1Cl ?
Gli-Sufu antag: -6; EBI2 block: 0; CCR6 antagonist: 7; UBC13 inh: 8; Jurkat NFkB inh: -1; Apaf-1 inh: 9; 697 NFkB inh: 2; SENP8 block: 5

Results for Nc1ccccc1N=Cc1ccc(-c2cccc(Cl)c2)o1 ?
Gli-Sufu antag: -47; EBI2 block: 42*; CCR6 antagonist: 11; UBC13 inh: -5; Jurkat NFkB inh: -89; Apaf-1 inh: 18; 697 NFkB inh: -74; SENP8 block: -7

Additional results
How did CC(=O)c1c(C)[nH]c(C(=O)NNC(=O)c2ccc(Br)cc2)c1C do in these assays?
Gli-Sufu antag: 0; EBI2 block: -2; CCR6 antagonist: 3; UBC13 inh: -2; Jurkat NFkB inh: 2; Apaf-1 inh: 0; 697 NFkB inh: -5; SENP8 block: 6

What do the screens show for `O=C(c1ccc(Br)o1)N1CCN(c2ccc(F)cc2)CC1`?
Gli-Sufu antag: 6; EBI2 block: -4; CCR6 antagonist: 15; UBC13 inh: 7; Jurkat NFkB inh: -5; Apaf-1 inh: 7; 697 NFkB inh: -5; SENP8 block: -6

Results for N/C(=N\OC(=O)c1ccc2c(c1)OCO2)c1cccnc1 ?
Gli-Sufu antag: -40; EBI2 block: -9; CCR6 antagonist: -9; UBC13 inh: 4; Jurkat NFkB inh: -52; Apaf-1 inh: -39; 697 NFkB inh: -48; SENP8 block: 51*

What do the screens show for `Cc1cc(C)n2cc(CSc3ncccc3C(=O)O)nc2n1`?
Gli-Sufu antag: -1; EBI2 block: -1; CCR6 antagonist: 11; UBC13 inh: 1; Jurkat NFkB inh: -21; Apaf-1 inh: 12; 697 NFkB inh: -44; SENP8 block: -9

What do the screens show for `COc1cccc(-c2nnc(NC(=O)c3cccs3)s2)c1`?
Gli-Sufu antag: -42; EBI2 block: 2; CCR6 antagonist: -3; UBC13 inh: 1; Jurkat NFkB inh: -5; Apaf-1 inh: 0; 697 NFkB inh: -63; SENP8 block: 7

What do the screens show for `CC(C)(C)n1nc2c(c1NC(=O)Cc1cccs1)CSC2`?
UBC13 inh: -19; Jurkat NFkB inh: 0; Apaf-1 inh: 1; 697 NFkB inh: -3; SENP8 block: 1

Results for O=C(CCc1nnc2ccc(NCc3ccccc3)nn12)NCC1CCN(C2CCCC2)C1 (centres undefined) ?
Gli-Sufu antag: 8; EBI2 block: 4; CCR6 antagonist: 6; UBC13 inh: 6; Jurkat NFkB inh: 3; Apaf-1 inh: -2; 697 NFkB inh: -4; SENP8 block: -8

What do the screens show for `Cc1cc(NC(=O)C2C3C(=O)N(CCC(C)C)C(C(=O)NCc4ccccc4)C34C=CC2(C)O4)no1` (centres undefined)?
Gli-Sufu antag: -3; EBI2 block: 5; CCR6 antagonist: -8; UBC13 inh: -10; Jurkat NFkB inh: -12; Apaf-1 inh: 10; 697 NFkB inh: 4; SENP8 block: 3

How did Cc1ccc2nc(SCC(=O)Nc3cccc([N+](=O)[O-])c3)[nH]c2c1 do in these assays?
Gli-Sufu antag: -3; EBI2 block: 20; CCR6 antagonist: 30; UBC13 inh: -20; Jurkat NFkB inh: -21; Apaf-1 inh: 3; 697 NFkB inh: -13; SENP8 block: -4

What do the screens show for `Cc1ccc2nc(-c3cccnc3)c(Nc3ccccc3C)n2c1`?
Gli-Sufu antag: -13; EBI2 block: 0; CCR6 antagonist: 5; UBC13 inh: 5; Jurkat NFkB inh: -2; Apaf-1 inh: 1; 697 NFkB inh: 8; SENP8 block: -5

A portion from the list above:
How did CC(=O)c1c(C)[nH]c(C(=O)NNC(=O)c2ccc(Br)cc2)c1C do in these assays?
Gli-Sufu antag: 0; EBI2 block: -2; CCR6 antagonist: 3; UBC13 inh: -2; Jurkat NFkB inh: 2; Apaf-1 inh: 0; 697 NFkB inh: -5; SENP8 block: 6

What do the screens show for `O=C(c1ccc(Br)o1)N1CCN(c2ccc(F)cc2)CC1`?
Gli-Sufu antag: 6; EBI2 block: -4; CCR6 antagonist: 15; UBC13 inh: 7; Jurkat NFkB inh: -5; Apaf-1 inh: 7; 697 NFkB inh: -5; SENP8 block: -6

Continuation:
What do the screens show for `CCN(CC)c1ccc(NC(=O)c2ccco2)cc1`?
Gli-Sufu antag: -49; EBI2 block: -4; CCR6 antagonist: 10; UBC13 inh: 3; Jurkat NFkB inh: -133; Apaf-1 inh: -8; 697 NFkB inh: -83; SENP8 block: 0

What do the screens show for `OC(CNCC1CCCO1)Cn1c2ccccc2c2ccccc21` (centres undefined)?
Gli-Sufu antag: 7; EBI2 block: -2; CCR6 antagonist: -23; UBC13 inh: 14; Jurkat NFkB inh: 3; Apaf-1 inh: 1; 697 NFkB inh: 19; SENP8 block: -1

How did O=C(CN1CCN(C(=O)CNC(=O)c2ccc(N3CCCC3=O)cc2)CC1)Nc1ccccc1Cl do in these assays?
Gli-Sufu antag: -6; EBI2 block: -24; CCR6 antagonist: 10; UBC13 inh: 5; Jurkat NFkB inh: -1; Apaf-1 inh: 5; 697 NFkB inh: 16; SENP8 block: 5

What do the screens show for `COCCCn1c(SCC(=O)N2CCOCC2)nc2cc(Cl)ccc2c1=O`?
Gli-Sufu antag: 3; EBI2 block: 7; CCR6 antagonist: 5; UBC13 inh: -7; Jurkat NFkB inh: -16; Apaf-1 inh: 1; 697 NFkB inh: 4; SENP8 block: -15

What do the screens show for `COc1cc(C(=O)Nc2nc3ccccc3[nH]2)ccc1OC(F)F`?
Gli-Sufu antag: -31; EBI2 block: -7; CCR6 antagonist: 8; UBC13 inh: -8; Jurkat NFkB inh: -95; Apaf-1 inh: 12; 697 NFkB inh: -156; SENP8 block: 4

How did Cc1ccc(/C=C/C(=O)N2CCN(S(=O)(=O)/C=C/c3ccccc3)CC2)o1 do in these assays?
Gli-Sufu antag: -9; EBI2 block: 67*; CCR6 antagonist: 7; UBC13 inh: 7; Jurkat NFkB inh: 1; Apaf-1 inh: -11; 697 NFkB inh: 7; SENP8 block: -3

What do the screens show for `CC(Oc1ccccc1)C(=O)N=C1SC2CS(=O)(=O)CC2N1Cc1ccccc1` (centres undefined)?
Gli-Sufu antag: 2; EBI2 block: 2; CCR6 antagonist: 11; UBC13 inh: -3; Jurkat NFkB inh: 2; Apaf-1 inh: 9; 697 NFkB inh: -11; SENP8 block: 1

Results for CCCCn1c(=S)[nH]c2ccccc2c1=O ?
Gli-Sufu antag: -3; EBI2 block: 1; CCR6 antagonist: -1; UBC13 inh: 7; Jurkat NFkB inh: -18; Apaf-1 inh: 5; 697 NFkB inh: 7; SENP8 block: -12

What do the screens show for `CCN(c1ccccc1)S(=O)(=O)c1ccc(Cl)c(NC(=O)COC(=O)c2ccc[nH]c2=O)c1`?
Gli-Sufu antag: -5; EBI2 block: -8; CCR6 antagonist: 13; UBC13 inh: 5; Jurkat NFkB inh: -6; Apaf-1 inh: -14; 697 NFkB inh: 1; SENP8 block: -5

Results for CCCCCC(=O)Nc1cccc(C2=NOC3(C2)C[C@@H](C(N)=O)N(C(=O)c2cc([N+](=O)[O-])cc([N+](=O)[O-])c2)C3)c1 (some centres undefined) ?
Gli-Sufu antag: -10; EBI2 block: -40; CCR6 antagonist: -6; UBC13 inh: -3; Jurkat NFkB inh: 19; Apaf-1 inh: 5; 697 NFkB inh: 10; SENP8 block: -5

What do the screens show for `C/C=C\C=C\C(=O)N1CC2(CC(c3cccc(NC(=O)CC)c3)=NO2)C[C@H]1C(N)=O` (some centres undefined)?
Gli-Sufu antag: -5; EBI2 block: 0; CCR6 antagonist: -3; UBC13 inh: -24; Jurkat NFkB inh: -1; Apaf-1 inh: -2; 697 NFkB inh: 2; SENP8 block: -3

What do the screens show for `Cc1c(C(=O)NCc2ccc(F)cc2)oc2ccc(S(=O)(=O)N3CCOCC3)cc12`?
Gli-Sufu antag: -8; EBI2 block: 16; CCR6 antagonist: -4; UBC13 inh: 9; Jurkat NFkB inh: 0; Apaf-1 inh: 17; 697 NFkB inh: 13; SENP8 block: -13

How did Cc1ccc(C(=O)NCCCNC(=O)c2ccco2)cc1C do in these assays?
Gli-Sufu antag: -13; EBI2 block: -1; CCR6 antagonist: -6; UBC13 inh: -2; Jurkat NFkB inh: -12; Apaf-1 inh: 2; 697 NFkB inh: -4; SENP8 block: -6

How did Cc1cccc(NS(=O)(=O)c2ccc3c(c2)CCC(=O)N3)c1 do in these assays?
Gli-Sufu antag: -1; EBI2 block: -6&-1; CCR6 antagonist: -3; UBC13 inh: -2; Jurkat NFkB inh: -17; Apaf-1 inh: -1; 697 NFkB inh: 1; SENP8 block: 0

How did COc1ccc(CNC(=S)Nc2ccc(F)c(Cl)c2)cc1 do in these assays?
Gli-Sufu antag: -6; EBI2 block: -3; CCR6 antagonist: 9; UBC13 inh: 2; Jurkat NFkB inh: -9; Apaf-1 inh: 5; 697 NFkB inh: -3; SENP8 block: 1

Results for CC1(C)CC(=O)C=C(NNC(=O)c2ccccc2O)C1 ?
Gli-Sufu antag: -21; EBI2 block: -5; CCR6 antagonist: 1; UBC13 inh: 11; Jurkat NFkB inh: -4; Apaf-1 inh: -5; 697 NFkB inh: -33; SENP8 block: -12

Assay outcomes deposited in PubChem BioAssay by Sanford-Burnham Center for Chemical Genomics.

These rows are one share of the data; rates above refer to the full screens.
